Screens: PubChem BioAssay, Icahn School of Medicine at Mount Sinai
RBX1-CUL1 inh = human ROC1-CUL1 E3 ligase inhibition | P62877+Q13616 | in vitro K48 di-Ub FRET, acceptor:donor ratio, 45 min | inhibition, % at 10 µM | 140,000 compounds, 0.6% hits | AID 1347404; in the data active = inhibition above about 25%
Target sequence (P62877 whole entry, looked up): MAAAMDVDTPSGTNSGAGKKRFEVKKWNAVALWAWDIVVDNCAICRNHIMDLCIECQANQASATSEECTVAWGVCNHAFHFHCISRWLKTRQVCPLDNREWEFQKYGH
Target sequence (Q13616 whole entry, looked up): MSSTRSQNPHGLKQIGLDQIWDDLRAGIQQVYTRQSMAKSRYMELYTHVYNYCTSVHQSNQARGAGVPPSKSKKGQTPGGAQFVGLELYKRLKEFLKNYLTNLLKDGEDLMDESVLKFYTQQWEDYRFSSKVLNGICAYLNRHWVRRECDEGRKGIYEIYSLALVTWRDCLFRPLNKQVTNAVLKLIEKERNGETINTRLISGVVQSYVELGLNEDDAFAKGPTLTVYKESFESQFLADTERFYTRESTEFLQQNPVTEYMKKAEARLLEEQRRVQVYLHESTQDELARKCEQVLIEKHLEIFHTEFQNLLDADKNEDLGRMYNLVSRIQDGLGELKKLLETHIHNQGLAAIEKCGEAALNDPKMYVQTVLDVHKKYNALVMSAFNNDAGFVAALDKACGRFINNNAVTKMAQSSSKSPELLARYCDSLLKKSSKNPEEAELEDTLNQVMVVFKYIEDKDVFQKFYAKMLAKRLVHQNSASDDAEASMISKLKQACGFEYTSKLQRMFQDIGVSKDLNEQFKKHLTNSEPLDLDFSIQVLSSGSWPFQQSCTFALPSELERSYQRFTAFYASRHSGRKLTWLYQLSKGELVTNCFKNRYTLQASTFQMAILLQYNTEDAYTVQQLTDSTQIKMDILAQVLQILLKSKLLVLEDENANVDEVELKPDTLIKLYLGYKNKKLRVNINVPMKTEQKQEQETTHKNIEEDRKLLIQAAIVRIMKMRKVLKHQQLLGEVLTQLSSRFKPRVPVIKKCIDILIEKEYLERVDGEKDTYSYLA
The depositor's hits bear a star. These rows are one share of the data. The share of hits here may be higher or lower than overall.

The opening two compounds, ahead of the listing:
compound	RBX1-CUL1 inh
Cc1ccc(C(=O)CSc2nsc(SCC(=O)c3ccc(C)cc3)c2C#N)cc1	-1
CCC(C(=O)Nc1cccc(C#N)c1)n1c(=O)c(-c2ccccc2NC(C)=O)nc2ccccc21 (stereo not given)	-1

The list itself, from the first entry:
compound	RBX1-CUL1 inh
Cc1ccc(C(=O)CSc2nsc(SCC(=O)c3ccc(C)cc3)c2C#N)cc1	-1
CCC(C(=O)Nc1cccc(C#N)c1)n1c(=O)c(-c2ccccc2NC(C)=O)nc2ccccc21 (stereo not given)	-1
Cc1cc(C)c(NC(=O)CCCn2c(C)c3cnn(-c4ccccc4)c(=O)c3c2C)c(C)c1	2
CCCC(=O)NC(=O)C(C#N)C=Nc1ccc2c(c1)c1ccccc1n2CC (stereo not given)	-1
CC(C)CC(=O)C1CCCN(Cc2nc(-c3ccccn3)no2)C1 (stereo not given)	-1
Cc1c(Cl)cccc1-c1ccc(CNCCCSc2nnnn2C)o1	10
COc1ccc(S(=O)(=O)N2CCCN(CC(=O)Nc3ccc(OC)cc3OC)CC2)cc1	-9
CCCNC(=O)CN1C(=O)c2c(c3ccccc3n2C)C1c1ccc(OC)cc1 (stereo not given)	-2
Cc1ccc(N2CCN(CC(O)COc3ccc4ccccc4c3Cl)CC2)cc1Cl (stereo not given)	1
COc1ccc(NC(=O)C2C(C)=NC(=O)NC2c2ccccc2F)c(OC)c1 (stereo not given)	8
N#Cc1c(NC(=O)CSc2nc(-c3ccccc3)cc(C(F)(F)F)n2)sc2c1CCCCC2	11
CC(C)(C)c1cc(C(=O)NCc2ccccc2)ccn1	2
Cc1ccc(NC(=O)C2CCCN2S(=O)(=O)c2ccc3c(c2)CCCC(=O)N3)cc1Cl (stereo not given)	-8
COc1ccc(C(=O)N2N=C(c3ccc(Br)cc3)CC2c2ccccc2OC)cc1 (stereo not given)	7
O=C(Nc1ccc(F)cc1Cl)c1cnc(N2CCOCC2)c2ccccc12	-5
CC(=O)c1ccc(NC(=O)C2Cc3ccccc3CN2S(=O)(=O)c2cccs2)cc1 (stereo not given)	-8
Cc1cccc(C)c1OCC(=O)N(Cc1ccc(Cl)cc1)CC1CCCO1 (stereo not given)	-3
COc1ccc(CNS(=O)(=O)c2cnc(N)nc2)c(OC)c1	2
COc1ccc(CC(=O)Nc2ccc3c(c2)CCC3)cc1OC	1
Cc1ncc(CN(C)CC2CCCN(CCc3ccc(Cl)cc3)C2)[nH]1 (stereo not given)	-6
Cc1ccc(-c2c(C(=O)NCCc3ccccc3)oc(=O)c3ccccc23)cc1	8
Cc1nc(C2CCN(C(=O)c3c(-c4ccccc4)noc3C)CC2)cc(=O)[nH]1	-2
Cc1ccc(CN2CCCC(CNS(=O)(=O)N(C)C)C2)o1 (stereo not given)	-9
O=C1C=CC=CCC1=Nc1cccc2ccccc12	-5
Cc1ccc(C(=O)COc2cc(C)nc(N3CCN(c4ccc(F)cc4)CC3)n2)cc1	1
COc1ccc(N2CCN(CCCNC(=O)c3nnc(Cc4ccccc4Cl)o3)CC2)cc1	-3
CCOC(=O)N=S(c1ccccc1)N1CCOCC1 (stereo not given)	5
O=C(NNC(=O)C(c1ccccc1)c1ccccc1)C1CCCCC1	2
CNc1ccc(-c2nc(-c3ccco3)no2)cc1[N+](=O)[O-]	7
Cc1[nH]c2ccccc2c1C(c1ccncc1)c1c(C)[nH]c2ccccc12	-4
Fc1ccc(-c2nc3c4c(-c5ccccc5)c(-c5ccccc5)oc4ncn3n2)cc1	2
COc1ccc(Cn2c(=O)[nH]c3cc(C(=O)N4CCN(c5ccccc5)CC4)ccc3c2=O)cc1	2
N#CC1C(=N)Oc2n[nH]c(-c3ccccc3)c2C1c1ccc(OC2CCCC2)cc1 (stereo not given)	1
Cc1cc(C)nc(SCC(=O)n2c3c(c4ccccc42)CCCC3)n1	-4
Cc1ccc(-n2ncc(C(=O)N3CCN(c4ccccc4F)CC3)c2C2CCN(C(=O)OC(C)(C)C)CC2)cc1C	3
CC1=NN(c2cc(Cl)ccc2Cl)C(=O)/C1=C\C1C(=O)NC(=O)N(c2cccc(Cl)c2)C1=O (stereo not given)	-11
C=C(C)[C@H]1CC=C(C)C(=O)[C@]1(C#N)CCC(C)=O	0
CN(CCO)c1ccc(C(=O)N2CCC(Cn3cccn3)CC2)cn1	14
CC1CCc2c(C(=O)Nc3ccc4c(c3)OCCO4)csc2C1 (stereo not given)	-9
Cc1cccc(N2CCN(C(=O)Cn3c(C)c4cnn(-c5ccccc5)c(=O)c4c3C)CC2)c1C	1
Cc1ccnc(NC(=O)Cc2cccs2)c1	-8
COc1ccc(C(C)(C)C)cc1NS(=O)(=O)c1ccc(F)cc1	-4
Cc1ccc(C(=O)Nc2ccccc2C(N)=O)cc1Br	-10
Cc1oc(-c2ccc(Cl)cc2)nc1CN(CCO)CCO	-6
COc1cc2c(cc1OC)C(=O)Cc1ccccc1S2	0
Cc1ccc(NC(=O)CC(C)S(=O)(=O)c2ccc3c(c2)NC(=O)CO3)cc1C (stereo not given)	-8
CCOC(=O)c1nc(-c2ccccc2)c(-c2c(C)[nH]c3ccccc23)nc1NC(C)=O	6
CCCOc1ccc(-c2nn(-c3ccccc3)cc2C2C(C(=O)OC)=C(C)N=C3SCCC(=O)N32)cc1C (stereo not given)	2
O=C(NCCc1ccccc1)c1ccc(S(=O)(=O)N2CCOCC2)cc1	-1
Cc1ccc(C)c(CSc2nc3ncccc3[nH]2)c1	-11

Continuation:
compound	RBX1-CUL1 inh
Cc1ccc(-c2csc(NNC(=O)c3ccccc3)n2)cc1	-6
c1ccc(NNC2=Nc3ccccc3CC2)cc1	-6
O=C(CN1CCN(c2ccccc2)CC1)N1CCCc2c1c(=O)oc1ccc(O)cc21	11
O=C(O)c1ncccc1Cl	-6
CCOc1ccccc1C(Nc1cccc(C)n1)c1ccc2ccc(C)nc2c1O (stereo not given)	-8
Cc1ccc(S(=O)(=O)c2cn(C)c3cc(N4CCN(c5ccccc5)CC4)c(F)cc3c2=O)cc1	5
CNC(=O)C1CCC(Cn2c(=O)c3sccc3n(CC(=O)Nc3ccc(C)cc3C)c2=O)CC1 (stereo not given)	6
CCc1nn(C)c(-c2nnc3sc(-c4ccc(F)cc4)nn23)c1Cl	4
Cc1ccccc1NC(=O)c1c(NC(=O)c2ccncc2)sc2c1CCC(C(C)(C)C)C2 (stereo not given)	2
CSc1ccc(CNc2ccc(N3CCOCC3)c(Cl)c2)cc1	0
CCN(CC)S(=O)(=O)c1ccc2c(c1)N(CC(=O)NCc1ccccc1)C(=O)C1CCCCN21 (stereo not given)	1
CCN(CC)C(=O)C(C)n1c(=O)cc(C)c2cccc(C)c21 (stereo not given)	3
Cc1ccc(-n2cnc3cc(N)ccc32)cc1	10
CCc1nnc2sc(Cc3noc4ccc(C)cc34)nn12	4
COc1cc(OC)cc(C(=O)NC(=S)Nc2ccc3c4c(cccc24)CC3)c1	5
O=C1CSC(CC(=O)Nc2ccccn2)=N1	-13
Cc1[nH]c(C2CC(=O)N(CC(C)C)C2)nc1-c1ccc(F)c(F)c1 (stereo not given)	-2
COc1ccc2occ(C(C)=O)c2c1	4
COc1ccc(-c2nnc(SC(c3ccccc3)c3ccccc3)n2N)cc1	1
S=c1[nH]nc(-c2ccccc2)n1/N=C/c1ccc(-c2ccccc2Cl)o1	9
Cc1ccc(CNC(=O)CCCCCn2c(=O)c3sccc3n(CC(=O)N3CCCCC3C)c2=O)cc1 (stereo not given)	-1
C=CCOc1ccc(/C=C2\C(=O)NN(c3ccc(Cl)cc3)C2=O)cc1OC	-10
CCc1ccc(NC(=O)CCn2nc(C)c(S(=O)(=O)N3CCCCC3)c2C)cc1	-13
COC(=O)c1ccccc1NC(=O)C(Cc1ccccc1)NC(=O)COc1ccccc1 (stereo not given)	0
C=CCOc1ccc(C2C(C(=O)OCC)=C(C)N=c3s/c(=C\c4cc(I)c(O)c(OC)c4)c(=O)n32)cc1 (stereo not given)	37*

7 structures from above, ordered by count of non-hydrogen atoms, low to high.
compound	RBX1-CUL1 inh
O=C1CSC(CC(=O)Nc2ccccn2)=N1	-13
Cc1ccc(-n2cnc3cc(N)ccc32)cc1	10
CCc1nnc2sc(Cc3noc4ccc(C)cc34)nn12	4
CCN(CC)C(=O)C(C)n1c(=O)cc(C)c2cccc(C)c21 (stereo not given)	3
CSc1ccc(CNc2ccc(N3CCOCC3)c(Cl)c2)cc1	0
Cc1ccc(S(=O)(=O)c2cn(C)c3cc(N4CCN(c5ccccc5)CC4)c(F)cc3c2=O)cc1	5
Cc1ccc(CNC(=O)CCCCCn2c(=O)c3sccc3n(CC(=O)N3CCCCC3C)c2=O)cc1 (stereo not given)	-1

Part of the list above, field by field:
smiles: CCC(C(=O)Nc1cccc(C#N)c1)n1c(=O)c(-c2ccccc2NC(C)=O)nc2ccccc21 (stereo not given)
  RBX1-CUL1 inh: -1

smiles: Cc1cc(C)c(NC(=O)CCCn2c(C)c3cnn(-c4ccccc4)c(=O)c3c2C)c(C)c1
  RBX1-CUL1 inh: 2

Further structures follow.
compound	RBX1-CUL1 inh
Fc1ccccc1-c1n[nH]c2c1CN(Cc1ccsc1)CC2	11
Clc1ccc2nc3c(c(-c4ccccc4)c2c1)CCC3	-8
CCOc1ccccc1NC(=O)Cn1c(=O)n(-c2ccc(Cl)cc2)c(=O)c2oc3ccccc3c21	0
COc1ccc(-n2nc3cc(C)c(NC(=O)c4sc5ccccc5c4Cl)cc3n2)cc1	-2
COc1ccc(Cn2ccn(Cc3cccc(OC)c3)c(=O)c2=O)cc1	2
Cc1ccc(C(=O)COc2ccccc2-c2ccccc2)cc1C	-6
O=C1C(=O)N(CCN2CCOCC2)C(c2ccccc2Cl)C1C(=O)c1ccccc1 (stereo not given)	11
CN(C)c1ccc(C2NC(=O)NC(O)(C(F)(F)F)C2C(=O)c2ccccc2)cc1 (stereo not given)	9
COC(=O)C1=C(c2ccccc2)S/C(=C\C(=S)c2ccccc2)S1	8
CC(C)c1ccc(C2c3c(-c4ccccc4O)n[nH]c3C(=O)N2CCc2ccccc2)cc1 (stereo not given)	4
CCOC1=CC(=Cc2c(N)n3c(-c4ccc(F)cc4)csc3nc2=O)C=CC1=O	-1
Cc1nc2ccc(S(=O)(=O)N(CC(=O)Nc3ccc(F)cc3F)Cc3ccccc3)cc2s1	-2
Cc1cc(C)cc(NC(=O)C2CC(=O)n3c(nc4ccccc43)N2)c1 (stereo not given)	0
COc1cc(OC)c(N(C)C(=O)Cn2ncc3c([nH]c4ccccc43)c2=O)cc1Cl	-13
Cc1nn(S(=O)(=O)c2ccc(Br)cc2)c(C)c1Sc1ccc(Cl)cc1	-5
Cc1cc(S(=O)(=O)NCC(C)C)ccc1OCC(=O)NC(C)C	-4
COc1ccc(CC(=O)Nc2ccc(S(=O)(=O)N3CCCC3)cc2)cc1	-2
CCOC(=O)C1=c2s/c(=C/c3ccc(OCC)cc3)c(=O)n2C(=N)C(S(=O)(=O)c2ccccc2)C1c1ccc(OCC)cc1 (stereo not given)	0
CSc1nsc(=Nc2ccccc2)n1C(=O)c1ccccc1	-12
COc1nc(C)nc(NC(=O)NC(=O)c2c(Cl)nc(C)c(Cl)c2C)n1	14
CCc1nc2c(Cl)cc(Cl)cc2c(=O)o1	0
COc1ccc2ccccc2c1CNCC1CCNCC1	0
O=C(C1CCOCC1)N1CCCC(CCc2cccc(F)c2)C1 (stereo not given)	4
COc1cccc(C2CC(C(F)(F)F)n3ncc(C(=O)N=C4C(=O)N(c5ccccc5)N(C)C4C)c3N2)c1 (stereo not given)	7
COc1ccc(CN2CCN(Cc3ccc(SC)cc3)CC2)c(OC)c1	1
CSc1nn(-c2cc(Oc3cccc(C)c3)nc(C)n2)c(N)c1C#N	0
COc1ccc(CNC(=O)c2ccc(OC)cc2)cc1	0
O=C(CCn1cnc2onc(-c3ccc(F)cc3)c2c1=O)N1CCN(c2ccccc2F)CC1	7
Cc1nc(N2CCCCCC2)c2ccccc2n1	-1
CC(C)c1ccc(NC(=O)C2CCC(CNS(=O)(=O)c3ccc4c(c3)CCCC(=O)N4)CC2)cc1 (stereo not given)	-1
CCOc1ccccc1NC(=O)c1cc(Cl)ccc1[N+](=O)[O-]	11
COc1ccc(-c2[nH]ncc2CN2CCN(C(=O)c3ccco3)CC2)cc1F	3
COc1ccccc1Nc1c2c(nc3ccc(NC(=O)/C=C/c4cc(OC)c(OC)c(OC)c4)cc13)CCCC2	-23
Cc1ccc(C2=NNC(c3ccccc3O)C2)cc1 (stereo not given)	0
CSc1nc(-c2ccccc2)cc(=O)n1Cc1ccccc1	-3
COc1ccc(N(CC(=O)N2CCc3ccccc3C2)S(=O)(=O)c2ccc(C)cc2)cc1Cl	5
COc1cc(C(N)=O)cc(I)c1OC	5
CC(=O)c1ccc(NC(=O)CN2C(=O)C3C4CCC(C4)C3C2=O)cc1 (stereo not given)	10
O=C(CCN1C(=O)CSC1=S)Nc1ccccc1	-3
CCCN1CCN(C(=O)Nc2ccccc2CC)CC1	0
O=C1c2ccccc2CCCC12N=NCC2c1cccc2ccccc12 (stereo not given)	5
CC(N=Cc1ccccc1)C(O)c1ccccc1 (stereo not given)	-1
COc1ccc(-c2nc3c(c(SCC(=O)Nc4cc(C)cc(C)c4)n2)Cc2c(CO)cnc(C)c2O3)cc1	-5
COC(=O)c1c(N2C(=N)C(C#N)C(C(F)(F)F)(C(F)(F)F)C=C2C)sc2c1CCCC2 (stereo not given)	0
